Bioassay records from PubChem BioAssay.
Lipid droplet: hepatic lipid droplet formation modulation. AML12 mouse hepatocytes, oleate lipid droplets, BODIPY imaging. 240,000 compounds, 0.4% hits. inhibition, % at 6.5 µM;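 active = lipid droplet intensity inhibited by at least 50%, with more than 500 cells counted; inconclusive = wells with under 300 cells, treated as cytotoxic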
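Technique: fluorescence imaging, 20x objective, two fields per well / Assay system: AML12 hepatocytes (mouse) / Measure: % inhibition of lipid droplet signal / Doses: 6.5 µM single-point dosing / Incubation: overnight exposure / Reagent: 100 µM oleic acid challenge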
XIAP displacement: small molecules displacing peptide from XIAP – biochemical, IAP family, fluorescence polarization (AID 1018) | XIAP BIR domain, fluorescence polarization peptide displacement; higher % means a stronger effect | displacement, % at 20 µM; hits with a dose series show IC50 in µM | 200,000 compounds, 0.007% hits; in the data active = displacement above about 50%; also: a part of the inactive calls stands beside numbers as strong as those of hits
LYP phosphatase: inhibitors of LYP phosphatase, biochemical, fluorescence intensity, uHTS (AID 1779) | 290,000 compounds, 0.054% hits | one-dose inhibition, % at 11.5 µM; IC50 in µM for titrated hits | recombinant LYP phosphatase, fluorescence intensity; higher % means a stronger effect;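 also: plate controls were vehicle with enzyme for no effect and no enzyme for full effect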
P. falciparum M1AAP: P. falciparum M1AAP inhibitors, biochemical, fluorogenic H-Leu-NHMec substrate, 1536-well (AID 1445); 220,000 compounds, 0.42% hits; inhibition, % at 30 µM; hits with a dose series show IC50 in µM; recombinant M1AAP, H-Leu-NHMec fluorogenic kinetic assay; higher % means a stronger effect;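 active = primary inhibition above the hit cutoff, then over 50% inhibition at one or more dose response concentrations, cut at about 23% in these data, passing the limit was not always enough; inconclusive = conflicting primary data, or primary hits not chosen for dose response; inactive = low primary inhibition, or under 50% at every dose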;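 also: plate controls were DMSO full reaction for no effect and no enzyme background for full effect; strong numbers were not always called active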
AID2073: inhibitors of Mint1-CaV2.2 protein interaction, biochemical, HTRF (AID 2073). one-dose inhibition, % at 20 µM; IC50 in µM for titrated hits. HTRF protein-protein interaction, Mint1-CaV2.2; higher % means a stronger effect. 290,000 compounds, 0.19% hits; in the data active = inhibition mostly above about 51%, no sharp cut-off; inconclusive = no clear call, values can overlap the other calls; inactive = mostly below about 53%; also: some results filed as inactive read as strong as hits
P. falciparum M17LAP: P. falciparum M17LAP inhibitors, primary screen, biochemical, fluorogenic H-Leu-NHMec substrate, 1536-well (AID 1619); recombinant M17LAP, H-Leu-NHMec fluorogenic kinetic assay; higher % means a stronger effect; one-dose inhibition, % at 30 µM; IC50 in µM for titrated hits; 220,000 compounds, 0.38% hits;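 active = compound inhibiting the enzyme by more than half at any dose during confirmatory dose-response retesting; inconclusive = strong single-dose inhibitors picked by rank but not retested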;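 also: plate controls were full reaction with DMSO carrier for no effect and no enzyme background for full effect; strong numbers were not always called active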
Siah-1 displacement: blockers of Siah-1 interaction with plectin peptide – biochemical, fluorescence polarization, rhodamine-plectin, uHTS, primary screen (AID 1817) | Siah-1 / rhodamine-plectin peptide fluorescence polarization; higher % means a stronger effect | displacement, % at 20 µM; hits with a dose series show IC50 in µM | 290,000 compounds, 0.02% hits;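 active = displacement of at least 50% at 20 µM, with a fluorescence ratio check between 0.3 and a set limit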;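 also: plate controls were Siah plus tracer with DMSO for no effect and tracer alone without Siah for full effect; strong numbers were not always called active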
ER stress rescue: protection against thapsigargin-triggered cell killing – 384-well, CSM14.1, ATP luminescence, primary screen (AID 1222). CSM14.1 thapsigargin-induced death rescue, ATP luminescence; higher % means a stronger effect. cellular ATP content (survival), % at 20 µM; hits with a dose series show EC50 in µM. 190,000 tested, under 10 active;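 active = EC50 below 50 µM in the dose-response confirmation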;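 also: death triggered by thapsigargin at about 15 µM added after 2 h compound pretreatment; cell ATP read after overnight thapsigargin exposure of roughly 18 to 22 hours; normalized against plate controls of thapsigargin alone and 5% DMSO vehicle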
NOD2 inhibition: NOD2 signaling inhibitors, cell-based, luminescence, uHTS, HEK293 (AID 1566); HEK293 NOD2/NF-kB luciferase reporter, luminescence; higher % means a stronger effect; one-dose inhibition, % at 4 µM; EC50 in µM for titrated hits; 290,000 compounds, 0.63% hits; also: many of its hits are not listed in these tables
Lipid droplet cells 6.5 µM: also measured in Lipid droplet; calls as there; cell count; measured here: cell count, cytotoxicity flag;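 cells counted across two imaged fields per well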
* hit, by the source's call. Rule as the data show it, unless noted: active = inhibition above about 50%; inactive = the rest. These rows are one share of the data; rates above refer to the full screens.

`O=C(OC(C(=O)NCc1ccc(F)cc1)c1ccccc1)c1ccco1` (stereo not drawn) gave Lipid droplet -16, LYP phosphatase -4%, AID2073 21%, Siah-1 displacement 3%, NOD2 inhibition -8% and Lipid droplet cells 6.5 µM 801.
For NC(=O)COc1ccc(Cc2ncc(C(F)(F)F)cc2Cl)cc1 the results were Lipid droplet 8, XIAP displacement -1.5%, LYP phosphatase -6%, P. falciparum M1AAP 1%, AID2073 -4%, P. falciparum M17LAP 3%, Siah-1 displacement 6%, ER stress rescue 1.4%, NOD2 inhibition 6% and Lipid droplet cells 6.5 µM 718.
`CCOC(=O)C1C(c2ccc(O)c(OC)c2)NC(=O)NC1(O)C(F)(F)F` (stereo not drawn) gave Lipid droplet -2, LYP phosphatase -8%, AID2073 4%, Siah-1 displacement -3%, NOD2 inhibition -4% and Lipid droplet cells 6.5 µM 792.
For CCN1CCN(C(=O)NC2CCCCC2)CC1 the results were Lipid droplet 9, LYP phosphatase -8%, AID2073 0%, Siah-1 displacement 6%, NOD2 inhibition 2% and Lipid droplet cells 6.5 µM 855.
O=[N+]([O-])c1ccc2[nH]c(O)c(N=Nc3ccc(F)cc3)c2c1 was read as Lipid droplet -22, LYP phosphatase -4%, AID2073 28%, Siah-1 displacement 1%, NOD2 inhibition -40% and Lipid droplet cells 6.5 µM 804.
Screening Cc1cc(C2=NNC(=NC3CC3)SC2)c(C)n1-c1ccccc1F returned Lipid droplet -56, XIAP displacement -5.0%, LYP phosphatase -4%, P. falciparum M1AAP 3%, AID2073 6%, P. falciparum M17LAP -2%, Siah-1 displacement -12%, ER stress rescue -7.0%, NOD2 inhibition 89%* and Lipid droplet cells 6.5 µM 470.
Screening CS(=O)(=O)c1ccc2nc(NC3(C(F)(F)F)N=C4SCCN4C3=O)sc2c1 (stereo not drawn) returned XIAP displacement -9.2%, LYP phosphatase -12%, P. falciparum M1AAP 18%, AID2073 10%, P. falciparum M17LAP 10%, Siah-1 displacement 0%, ER stress rescue 0.9% and NOD2 inhibition 12%.
For COC(=O)C1=CNC=C(C(=O)OC)C1c1ccc(Cl)cc1 the results were Lipid droplet 13, XIAP displacement -1.8%, LYP phosphatase -21%, P. falciparum M1AAP 17%, AID2073 22%, P. falciparum M17LAP -130%, Siah-1 displacement 5%, ER stress rescue -1.3%, NOD2 inhibition -1% and Lipid droplet cells 6.5 µM 664.
`Cc1nc2ccc(NC(=O)Cc3cccc(F)c3)cc2s1` gave Lipid droplet -1, XIAP displacement -4.3%, LYP phosphatase 0%, P. falciparum M1AAP 6%, AID2073 -2%, P. falciparum M17LAP -2%, Siah-1 displacement 6%, ER stress rescue -1.2%, NOD2 inhibition -24% and Lipid droplet cells 6.5 µM 691.
For Cc1cc(C)c(S(C)(=O)=O)c(Oc2ccc(F)cc2)n1 the results were XIAP displacement -3.7%, LYP phosphatase -8%, P. falciparum M1AAP 2%, AID2073 -6%, P. falciparum M17LAP 5%, Siah-1 displacement -3%, ER stress rescue -0.6% and NOD2 inhibition 16%.
Screening COc1cc2cc(C(c3nnnn3C3CCCC3)N3CCc4ccccc43)c(=O)[nH]c2cc1OC (stereo not drawn) returned XIAP displacement -2.7%, LYP phosphatase 2%, P. falciparum M1AAP 10%, AID2073 -1%, P. falciparum M17LAP 10%, Siah-1 displacement -2%, ER stress rescue 3.5% and NOD2 inhibition -1%.
CCOC(=O)N1CN(C(=O)OCC)CN(C(=O)OCC)C1 was read as Lipid droplet 5, LYP phosphatase 1%, P. falciparum M1AAP 15%, AID2073 12%, P. falciparum M17LAP -1%, Siah-1 displacement -3%, NOD2 inhibition 5% and Lipid droplet cells 6.5 µM 784.
For Cc1cccc(-c2nc(CS(=O)CC(=O)NCC3CCCO3)c(C)o2)c1 (stereo not drawn) the results were Lipid droplet 14, XIAP displacement -2.9%, LYP phosphatase -6%, P. falciparum M1AAP 2%, AID2073 18%, P. falciparum M17LAP -1%, Siah-1 displacement -5%, NOD2 inhibition -6% and Lipid droplet cells 6.5 µM 704.
For O=C1CC(c2ccco2)CC(O)=C1C=Nc1cc(Cl)cc(Cl)c1 (stereo not drawn) the results were Lipid droplet 3, XIAP displacement -6.1%, LYP phosphatase 1%, P. falciparum M1AAP -1%, AID2073 38%, P. falciparum M17LAP 3%, Siah-1 displacement 1%, ER stress rescue 1.9%, NOD2 inhibition 10% and Lipid droplet cells 6.5 µM 782.
For O=C(Cn1cnc2ccccc21)NC(c1ccccc1)c1ccccc1 the results were XIAP displacement -1.8%, LYP phosphatase 1%, P. falciparum M1AAP 4%, AID2073 -6%, P. falciparum M17LAP 11%, Siah-1 displacement 1%, ER stress rescue -0.6% and NOD2 inhibition 12%.
`Cc1onc(-c2ccccc2Cl)c1C(=O)NCC1CCCO1` (stereo not drawn) gave XIAP displacement -4.0%, LYP phosphatase -6%, P. falciparum M1AAP -2%, AID2073 2%, P. falciparum M17LAP 2%, Siah-1 displacement -4%, ER stress rescue -0.2% and NOD2 inhibition 5%.
Screening Cc1cc(C)nc(NC(=O)c2ccc(COc3ccccc3Cl)cc2)c1 returned Lipid droplet 16, XIAP displacement -6.5%, LYP phosphatase 3%, P. falciparum M1AAP 2%, AID2073 inconclusive, P. falciparum M17LAP 0%, Siah-1 displacement 1%, ER stress rescue 0.2%, NOD2 inhibition -21% and Lipid droplet cells 6.5 µM 675.
Screening CCSc1nnc(-c2ccc(S(=O)(=O)N3CCOCC3)cc2)n1C returned Lipid droplet -33, LYP phosphatase -9%, AID2073 9%, Siah-1 displacement -2%, NOD2 inhibition -9% and Lipid droplet cells 6.5 µM 725.
`COc1ccc(-c2nc3ccccn3c2/N=C/c2ccc(OC)c(OC)c2)cc1O` gave Lipid droplet 9, XIAP displacement -4.1%, LYP phosphatase -11%, P. falciparum M1AAP inconclusive, AID2073 3%, P. falciparum M17LAP 35%, Siah-1 displacement 2%, ER stress rescue 1.0%, NOD2 inhibition 14% and Lipid droplet cells 6.5 µM 645.
For NC(=S)Nc1ccc2cc[nH]c2c1 the results were XIAP displacement -3.1%, LYP phosphatase -1%, P. falciparum M1AAP 3%, AID2073 -6%, P. falciparum M17LAP 13%, Siah-1 displacement -3%, ER stress rescue -1.1% and NOD2 inhibition -10%.
Screening CCCC(=O)c1cc2c(cc1NC(=O)c1cccs1)OCCO2 returned XIAP displacement -10%, LYP phosphatase -2%, P. falciparum M1AAP 3%, AID2073 15%, P. falciparum M17LAP 8%, Siah-1 displacement -5%, ER stress rescue -1.1% and NOD2 inhibition -2%.
Screening CCc1ccc(NC(=O)COC(=O)/C(=C/c2ccccc2OC)c2ccccc2)cc1 returned Lipid droplet -56, XIAP displacement -5.5%, LYP phosphatase 0%, P. falciparum M1AAP -2%, AID2073 18%, P. falciparum M17LAP 13%, Siah-1 displacement 6%, ER stress rescue 1.6%, NOD2 inhibition 14% and Lipid droplet cells 6.5 µM 359.
Cc1cccc(OCC(=O)N/N=C\c2cc3c(cc2[N+](=O)[O-])OCO3)c1C was read as Lipid droplet -18, XIAP displacement 0.9%, LYP phosphatase 5%, P. falciparum M1AAP 6%, AID2073 5%, P. falciparum M17LAP 6%, Siah-1 displacement -5%, ER stress rescue -1.1%, NOD2 inhibition 8% and Lipid droplet cells 6.5 µM 797.
For CCOc1ccccc1C1CC(=O)Nc2cc(OC)c(OC)cc21 (stereo not drawn) the results were Lipid droplet 1, LYP phosphatase -6%, AID2073 3%, Siah-1 displacement -2%, NOD2 inhibition 8% and Lipid droplet cells 6.5 µM 814.

Quoted from the results shown, 4 compounds:
`O=C(OC(C(=O)NCc1ccc(F)cc1)c1ccccc1)c1ccco1` (stereo not drawn) gave Lipid droplet -16, LYP phosphatase -4%, AID2073 21%, Siah-1 displacement 3%, NOD2 inhibition -8% and Lipid droplet cells 6.5 µM 801.
For NC(=O)COc1ccc(Cc2ncc(C(F)(F)F)cc2Cl)cc1 the results were Lipid droplet 8, XIAP displacement -1.5%, LYP phosphatase -6%, P. falciparum M1AAP 1%, AID2073 -4%, P. falciparum M17LAP 3%, Siah-1 displacement 6%, ER stress rescue 1.4%, NOD2 inhibition 6% and Lipid droplet cells 6.5 µM 718.
`CCOC(=O)C1C(c2ccc(O)c(OC)c2)NC(=O)NC1(O)C(F)(F)F` (stereo not drawn) gave Lipid droplet -2, LYP phosphatase -8%, AID2073 4%, Siah-1 displacement -3%, NOD2 inhibition -4% and Lipid droplet cells 6.5 µM 792.
For CCN1CCN(C(=O)NC2CCCCC2)CC1 the results were Lipid droplet 9, LYP phosphatase -8%, AID2073 0%, Siah-1 displacement 6%, NOD2 inhibition 2% and Lipid droplet cells 6.5 µM 855.

The list continues.
For Cn1c(CC(=O)Nc2ccccc2Cl)nnc1SCC(=O)NC1CCCCC1 the results were Lipid droplet -14, LYP phosphatase -9%, AID2073 -2%, Siah-1 displacement -2%, NOD2 inhibition -5% and Lipid droplet cells 6.5 µM 719.
Screening O=C(O)c1ccc2c3c(cccc13)C(=O)N(OS(=O)(=O)c1ccccc1)C2=O returned Lipid droplet 1, XIAP displacement -6.7%, LYP phosphatase -1%, P. falciparum M1AAP 11%, AID2073 -7%, P. falciparum M17LAP 21%, Siah-1 displacement 0%, ER stress rescue -0.9%, NOD2 inhibition 2% and Lipid droplet cells 6.5 µM 526.
Screening O=C(CSc1nc2ccccc2[nH]1)Nc1cc(C(F)(F)F)ccc1N1CCOCC1 returned Lipid droplet -12, XIAP displacement -4.2%, LYP phosphatase 4%, P. falciparum M1AAP 5%, AID2073 -3%, P. falciparum M17LAP -2%, Siah-1 displacement -2%, ER stress rescue -5.3%, NOD2 inhibition -1% and Lipid droplet cells 6.5 µM 800.
`COc1cc(-c2cc(N3C(=O)Nc4ccccc4N3O)n[nH]2)cc(OC)c1OC` gave Lipid droplet 18, XIAP displacement 6.7%, LYP phosphatase -3%, P. falciparum M1AAP -1%, AID2073 5%, P. falciparum M17LAP 5%, Siah-1 displacement -1%, ER stress rescue -2.0%, NOD2 inhibition 8% and Lipid droplet cells 6.5 µM 672.
